Bioassay records from PubChem.
PTAP TSG101 blk: blocks PTAP/TSG101 interaction to inhibit HIV-1 budding. Q99816. Fluorescence polarization, FITC-PTAP peptide / Tsg101 binding. Potency, µM (highest dose often 115 µM), inactives show at the highest dose activity change, negative = inhibition, usual class: inhibitors. 340,000 tested, under 10 active; active means well fitted inhibition curve with a large enough effect in the main read-out, with a control signal flat, not every such curve was filed as active; inconclusive means small, poorly fitted or top-dose-only effect, or effect the other way, or a change in a side signal; inactive means no such curve, though single readings can be large or run the other way; further: potency means the concentration at half of the fitted maximal effect; % of control where 0% means no effect
Target sequence (Q99816 whole entry, looked up): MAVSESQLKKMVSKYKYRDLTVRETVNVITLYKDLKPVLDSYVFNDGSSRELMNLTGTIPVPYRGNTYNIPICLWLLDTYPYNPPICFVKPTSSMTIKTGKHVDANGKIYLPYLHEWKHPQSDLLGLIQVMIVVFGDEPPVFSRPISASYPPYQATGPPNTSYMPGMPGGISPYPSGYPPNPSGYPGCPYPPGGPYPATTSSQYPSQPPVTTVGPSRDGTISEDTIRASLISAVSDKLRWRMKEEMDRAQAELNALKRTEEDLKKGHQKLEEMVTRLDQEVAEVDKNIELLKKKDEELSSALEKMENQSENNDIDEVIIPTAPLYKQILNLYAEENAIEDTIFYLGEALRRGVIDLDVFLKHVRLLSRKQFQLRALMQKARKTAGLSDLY
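Tsg101 binding domain (10 uM final) was mixed with compound and a FITC-labeled PTAP peptide (50 nM final) in HEPES pH 7.5 buffer with NaCl, Tween 20, EDTA and TCEP; fluorescence polarization was read after 20 min at r.t.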
Mito fusion act: blocks mitochondrial division or promotes mitochondrial fusion; S. cerevisiae fusion-defective mutant growth rescue, CellTiterGlo 48 h; Potency, µM (titrated, usually from 46.1 µM), without a hit: top-dose growth rescue (activation), actives largely listed as activators; 320,000 compounds, 0.23% hits; AID 485298;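 further: potency means the concentration at half of the fitted maximal effect; % of control where 0% means no effect; nearly all actives have a fitted effect of over 45% in size; temperature-sensitive fusion mutants such as fzo1-1 at 37 °C on non-fermentable ethanol glycerol medium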
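Yeast fusion mutant, YPEG (non-fermentable carbon), compound, 48 h at 37C non-permissive; CellTiterGlo added, 10 min RT, luminescence read. Rescued growth = division inhibition.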
TCR act: activators of T cell receptors; primary human leukocytes, anti-CD3, IL-2 HTRF, 48 h; Potency, µM (series often up to 9.22 µM), for inactives: at the highest dose activation of IL-2 secretion, usual class: activators; 330,000 tested, under 10 active; further: % of control where 0% means no effect
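Primary human leukocytes receive a-CD3 beads and test compound and are incubated 48 hr. Secreted IL-2 is then assayed by HTRF, measuring 665nm acceptor emission after 320nm excitation of the europium donor.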
TSHR antag: blocks TSH signaling through the human TSH receptor | 330,000 compounds, 0.2% hits | activity change, negative = inhibition, % at 11.5 µM | AID 504810 | P16473 | TSHR-expressing cells, TSH-stimulated cAMP HTRF, 2 h; stronger effect = lower value;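 active means activity change below a set negative limit, meaning inhibition stronger than a set level, cut at about -70% in these data; inconclusive means activity change between two set negative limits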; further: on the % scale 0 is the no-effect control and ±100 the full control effect
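Inhibition of cAMP made by TSHR-expressing cells under TSH stimulation (4nM final, EC80; 2 h, 37 deg C) is quantified with a one-step lysis HTRF kit, anti-cAMP cryptate versus cAMP-d2.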
Eya2 inh: blocks the phosphatase activity of human Eya2; O00167; recombinant Eya2, OMFP fluorescence dephosphorylation (OMFP is methylfluorescein phosphate); Potency, µM (top dose mostly 76.9 µM), inactives show at the top dose activity, negative = inhibition, actives largely listed as inhibitors; 330,000 compounds, 0.006% hits; further: potency means the concentration at half of the fitted maximal effect; on the % scale 0 is the no-effect control and ±100 the full control effect
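Eya2 protein (added as 0.2 uM solution) was preincubated with compound for 10 min at ambient temperature in 50 mM HEPES pH 7.5, 50 mM NaCl, 5 uM MgCl2, 0.05% BSA, 1 mM DTT. OMFP (added at 50 uM) then reacted 10 min; fluorescence read at 485/525 nm.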
uPA surface inh: cell surface uPA generation inhibition | cell surface uPA generation assay, qHTS | Potency, µM (highest dose often 38.3 µM), for the others: at the highest dose activity change, negative = inhibition, usual class: inhibitors | 330,000 compounds, 0.31% hits | AID 540303; active means well fitted inhibition curve with a large enough effect; inconclusive means small, poorly fitted or top-dose-only effect; inactive means no such curve, though single readings can be large or run the other way; tested in mouse RAW 264.7 cells; further: potency means the concentration at half of the fitted maximal effect; on the % scale 0 is the no-effect control and ±100 the full control effect; nearly all actives have a fitted effect of over 55% in size
USP2a block: USP2a (human) protease inhibition; O75604; USP2 core, Ub-CHOP2 coupled fluorogenic reporter, 485/531; Potency, µM (doses to about 38.3 µM), for the others: at the highest dose activity change, negative = inhibition, usual class: inhibitors; 330,000 compounds, 0.01% hits;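 further: potency means the concentration at half of the fitted maximal effect; plate controls were DMSO wells for no effect and full inhibition by NEM control for full effect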
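Deubiquitinase activity read as fluorescence (485/531 nm) after Ub-CHOP2 cleavage activates the enterokinase reporter on its substrate; USP2 core 10nM, Ub-CHOP2 and substrate 25nM each, 30min compound preincubation then 60min RT; data normalized to NEM, curves fitted.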
BCR signal inh: blocks chronic active B-cell receptor signaling; ABC-DLBCL IkBa-CBG/CBR reporter, luminescence ratio, 4 h; Potency, µM (titrated, usually from 46.1 µM), for the others: top-dose ratio change, negative = lower green/red ratio, most hits filed as inhibitors; 340,000 compounds, 0.05% hits; AID 493014; active means well fitted inhibition curve with a large enough effect in the signal ratio, with a control signal flat, not every such curve was filed as active; inconclusive means small, poorly fitted or top-dose-only effect, or effect the other way, or a change in a side signal; the % refers to the signal ratio;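 further: potency means the concentration at half of the fitted maximal effect; plate controls were basal doxycycline-induced cells for no effect and cells given 10 µM MG132 for full effect; MG132 reads +100%, hits lower the ratio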
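Concentration-response series (up to 46 uM) were applied to TMD8 dual-reporter cells for 4 h at 37C with doxycycline. Green/red ratio, after filter-overlap correction, defined %Activity; red signal alone was normalised to basal cells and zero luminescence.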
ELG1 DNA repair: blocks ELG1-dependent DNA repair in HEK293T cells; HEK293T ELG1-luciferase reporter, luminescence, 16 h; DNA damage induced by 5-fluorouridine; Potency, µM (doses to about 46.1 µM), inactives show at the highest dose activity change, negative = inhibition, usual class: inhibitors; 330,000 compounds, 2.3% hits; AID 504467; further: potency means the concentration at half of the fitted maximal effect; on the % scale 0 is the no-effect control and ±100 the full control effect; nearly all actives have a fitted effect of over 55% in size
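Quantitative HTS, concentration-response format. 2,000 cells/well co-treated with 5-fluorouridine and compound, 16 hr in 5% CO2 at 37 °C; ONE-Glo luminescence read after 30 min.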
B2AR arrestin: agonists driving beta-arrestin recruitment to human beta2-adrenergic receptor. AID 492947. 330,000 compounds, 0.02% hits. beta-arrestin recruitment to beta2AR, cell-based reporter. P07550. Potency, µM (highest dose often 46.1 µM), for the others: top-dose activation, hits mostly activators;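 further: potency means the concentration at half of the fitted maximal effect; 0% = DMSO controls and full agonism = EC100 isoproterenol or metaproterenol; nearly all actives have a fitted effect of over 65% in size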
Target sequence (P07550 whole entry, looked up): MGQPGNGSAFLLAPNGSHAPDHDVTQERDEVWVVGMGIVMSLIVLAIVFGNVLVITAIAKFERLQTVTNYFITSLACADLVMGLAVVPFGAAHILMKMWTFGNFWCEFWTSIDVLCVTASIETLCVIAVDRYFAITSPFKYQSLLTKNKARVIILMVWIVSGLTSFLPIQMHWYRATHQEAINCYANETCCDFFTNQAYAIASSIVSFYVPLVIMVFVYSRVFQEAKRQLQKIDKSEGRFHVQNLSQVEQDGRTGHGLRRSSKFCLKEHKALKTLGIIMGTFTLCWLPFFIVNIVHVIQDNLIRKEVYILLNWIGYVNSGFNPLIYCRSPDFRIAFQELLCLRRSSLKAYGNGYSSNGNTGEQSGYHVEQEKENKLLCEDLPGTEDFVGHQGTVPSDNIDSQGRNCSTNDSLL
Tb PFK inh: T. brucei PFK enzyme inhibition; AID 485367; 330,000 compounds, 0.17% hits; Potency, µM (titrated, usually from 57.5 µM), without a hit: at the top dose activity, negative = inhibition, most hits filed as inhibitors; T. brucei PFK, ADP-Glo luminescence;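 further: potency means the concentration at half of the fitted maximal effect; 0% = uninhibited 1x PFK enzyme wells and -100% = no-enzyme wells; nearly all actives have a fitted effect of over 60% in size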
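In TEA buffer at pH 8.0 with 5 mM MgCl2, enzyme (1.25 nM) converted F6P (0.5 mM) and ATP (0.1 mM) for 45 min at room temperature. ADP product was read by luciferase luminescence.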
Numbers without * were called inactive; ? = inconclusive; . = no result given; [ ] = another dose, or the depositor's remark. Unless noted, the call rests on the fitted dose curve; in most records, active means well fitted curve in the direction sought with a large enough effect; inconclusive means small, poorly fitted or top-dose-only effect, or another doubt; inactive means no such curve, though single readings can be large; an effect the other way counts as inactive or inconclusive.

SMILES | PTAP TSG101 blk | Mito fusion act | TCR act | TSHR antag | Eya2 inh | uPA surface inh | USP2a block | BCR signal inh | ELG1 DNA repair | B2AR arrestin | Tb PFK inh
COc1cc2c(cc1OC)CN(CC(=O)Nc1ccc(Cl)cc1Cl)CC2 | -4% | 4% | 5% | 21 | -13% | -4% | -5% | 0% | ? | 0.1% | 0%
COCCNC(=O)CN1C(=O)/C(=C/c2ccccc2)Oc2ccc(C(C)(C)C)cc21 | -1% | 20µM* | 5% | -4 | -17% | -12% | 0% | -1% | ? | 0.3% | -5%
Cc1cccc(NC(=O)C2COc3ccccc3O2)n1 (configuration not stated) | -1% | 2% | -10% | 12 | -3% | -13% | 12% | ? | ? | -0.5% | 2%
CC(Sc1nncs1)C(=O)Nc1ccc(S(=O)(=O)Nc2ncccn2)cc1 (configuration not stated) | 1% | . | . | 10 | 4% | 20% | -1% | -1% | -9% | 0.1% | -5%
Cc1ccccc1C(=O)Nc1ccc(CN2CCOCC2)cc1 | 0% | 1% | 2% | 3 | -20% | 3% | 0% | -18% | -4% | -0.9% | 3%
C/C(CC1CC(COCC(C)C)OC1=O)=N\NC(N)=S (configuration not stated) | -5% | -9% | 6%[46.1 µM] | 0 | 10% | -4% | 1% | 0% | -4% | -1.6% | -2%
O=C(NC1CCCCCCC1)c1cnccn1 | -4% | 7% | 0% | 5 | 4%[15.4 µM] | 1% | -7% | 0% | ? | 0.4% | 2%
COc1cccc(-c2cc(=O)c3cc(NC(=O)c4ccc(Cl)cc4)ccc3[nH]2)c1 | -1% | 0% | 4% | 1 | -14% | -9% | -5% | 0% | ? | -1.4% | -1%
Cc1ccc(Nc2nc3ccccc3nc2-n2nc(C)cc2C)cc1 | -1% | -3% | 9% | 12 | 13% | 7% | 1% | 2% | 21% | 0.0% | -2%
COc1cccc(/C=N/NC(=O)c2cccc(N3CCCC3=O)c2)c1 | 0% | -4% | 0% | -9 | 3% | -5% | 4% | ? | ? | 0.5% | 1%
CN(c1ccccc1)S(=O)(=O)c1ccc(C(=O)NCCc2ccc(F)cc2)cc1 | -2% | 12% | 4% | -3 | -10% | 4% | 2% | 2% | -8% | -0.1% | 2%
O=c1ccn([C@@H]2O[C@H](CO)[C@@H](O)[C@H]2O)c(=O)[nH]1 | -2% | 0% | 2% | -18 | 12% | -19% | -3% | -13% | -13% | -0.4% | -4%
Cc1c(Cl)c([N+](=O)[O-])nn1CCCC(=O)Nc1sc2c(c1C#N)CCC2 | -4% | 11% | 6% | -5 | 0% | 8% | 3% | 7% | -2% | -0.3% | 0%
Cc1cccc(NC(=O)c2cc3cc([N+](=O)[O-])ccc3s2)n1 | 0% | -30%[inhibitor] | 9% | 3 | 10% | -3% | 4% | 5% | -15% | -0.3% | 4%
COc1ccc(NC(=O)CCS(=O)(=O)c2cccc3nonc23)cc1 | -3% | 0% | -22% | 4 | ? | 3% | 1% | 6% | 8% | 0.1% | 3%
CN(CC(=O)Nc1ccc(F)c(Cl)c1)S(=O)(=O)c1ccc2c(c1)n(C)c(=O)c(=O)n2C | -6% | -1% | 0% | 15 | -1% | 1% | 0% | -12% | 1% | 0.4% | -2%
COc1cc(NC(=O)C2CCN(S(=O)(=O)c3cccs3)CC2)cc(OC)c1 | -2% | -2% | -1% | -2 | -1% | 15% | 0% | -29% | ? | -1.0% | -8%
COc1ccc(OC)c(CCNC(=O)c2ccc3c(c2)N(Cc2ccccc2)CCS3)c1 | 2% | -4% | 2% | 11 | 2% | 2% | -1% | 2% | -5% | -0.2% | 11%
O=C(c1cnn2c(C(F)(F)F)cc(-c3cccs3)nc12)N1CCN(C(c2ccccc2)c2ccccc2)CC1 | -1% | 1% | 1%[46.1 µM] | -3 | -18% | 11% | -3% | -5% | 5.8µM* | -0.5% | 2%
COc1ccc(CSc2nc3ccccc3c(=O)n2CCCN2CCOCC2)cc1F | -1% | -2% | 2% | 3 | -12% | -5% | -1% | 0% | ? | -0.3% | 1%
O=C(CSC(=S)N1CCCCC1)Nc1ncc2c(n1)CC(c1ccco1)CC2=O (configuration not stated) | -2% | -2% | 2% | -7 | 19% | 4% | 2% | ? | -23% | -0.8% | -4%
CC(=O)N1c2ccc(S(=O)(=O)N3CCCC3C(=O)NCc3ccccc3Cl)cc2CC1C (configuration not stated) | 1% | -3% | -2% | -9 | 9% | -11% | 0% | -1% | -2% | 0.1% | -1%
O=C(Nc1ccc(N2CCCCC2)cc1)C(Cl)c1ccccc1 (configuration not stated) | 1% | 0% | 5% | 22 | 9% | -8% | 0% | ? | ? | 0.3% | ?
O=C(CCCn1c(=O)[nH]c2ccccc2c1=O)Nc1ccc(F)cc1 | -2% | 4% | -2% | 14 | 12% | 6% | 6% | 2% | -3% | -0.1% | 1%
NC(N)=NC(N)=Nc1ccc2ccccc2c1 | 0% | 32µM* | -3% | -22 | -15% | -5% | -3% | 3% | -11% | -0.6% | -15%

One compound at a time, as listed above:
O=C(CCCn1c(=O)[nH]c2ccccc2c1=O)Nc1ccc(F)cc1 is listed as PTAP TSG101 blk = -2%; Mito fusion act = 4%; TCR act = -2%; TSHR antag = 14; Eya2 inh = 12%; uPA surface inh = 6%; USP2a block = 6%; BCR signal inh = 2%; ELG1 DNA repair = -3%; B2AR arrestin = -0.1%; Tb PFK inh = 1%
COc1cccc(-c2cc(=O)c3cc(NC(=O)c4ccc(Cl)cc4)ccc3[nH]2)c1 is listed as PTAP TSG101 blk = -1%; Mito fusion act = 0%; TCR act = 4%; TSHR antag = 1; Eya2 inh = -14%; uPA surface inh = -9%; USP2a block = -5%; BCR signal inh = 0%; ELG1 DNA repair = ?; B2AR arrestin = -1.4%; Tb PFK inh = -1%
CC(Sc1nncs1)C(=O)Nc1ccc(S(=O)(=O)Nc2ncccn2)cc1 (configuration not stated) is listed as PTAP TSG101 blk = 1%; Mito fusion act = .; TCR act = .; TSHR antag = 10; Eya2 inh = 4%; uPA surface inh = 20%; USP2a block = -1%; BCR signal inh = -1%; ELG1 DNA repair = -9%; B2AR arrestin = 0.1%; Tb PFK inh = -5%

Next section.
SMILES | PTAP TSG101 blk | Mito fusion act | TCR act | TSHR antag | Eya2 inh | uPA surface inh | USP2a block | BCR signal inh | ELG1 DNA repair | B2AR arrestin | Tb PFK inh
CCOc1ccc(NC(=O)C/C(C)=N/NC(=O)c2cnccn2)cc1 | -2% | -6% | -10% | 7 | -15% | -5% | 2% | ? | ? | -0.3% | 2%
CC(C)[C@H](NC(=O)[C@@H]1Cc2ccccc2CN1)C(=O)Nc1ccc2c(c1)OCO2 | -8% | 1% | -4% | -14 | 1% | 1% | 2% | 10% | 0% | 0.1% | 1%
COc1cccc(CC(=O)Nc2nc3c(s2)C(=O)CC(C)(C)C3)c1 | 0% | -5% | 2% | -10 | 9% | 2% | 10% | 17% | -5% | 0.1% | -6%
COc1cccc(-c2nnc(Nc3nc4c(F)cccc4s3)o2)c1 | -6% | 9% | -4%[46.1 µM] | 8 | -6% | ? | -6% | ? | ? | 0.3% | 14%
Cn1c(S(=O)(=O)c2ccc([N+](=O)[O-])cc2)nc(Br)c1Br | -1% | -6% | 4% | 21 | 8% | -8% | 1% | -1% | -11% | -0.4% | 2%
C/C=C/C(=O)N1c2ccccc2C(C)=CC1(C)C | -2% | 25% | -2% | -9 | -2% | -6% | 1% | 0% | ? | -0.4% | 2%
O=C(c1ccc(Cn2c(=O)[nH]c3ccccc3c2=O)cc1)N1CCN(c2ccccn2)CC1 | -5% | -7% | 4%[46.1 µM] | 7 | -2% | 9% | -2% | -5% | ? | 0.2% | 15%
CCOc1ccc(C(=O)N2CCC3(CC2)NCCc2[nH]cnc23)cc1 | -3% | -40%[inhibitor] | -3% | 44 | -8% | -4% | 1% | 9% | 3% | 0.0% | -2%
COc1ccc2[nH]c(=O)c(CN(C(=O)c3cccnc3)c3ccccc3)cc2c1 | -4% | -1% | 1% | 10 | -2% | 5% | -1% | ? | 15% | 0.1% | -2%
